Tn7 DDE FP: DD(E)-Tn7 binding inhibition, primary FP screen; AID 720508; P02675; FP displacement of FITC-Tn7 peptide from fibrin DD(E); 0% = median of compound wells per plate; inhibition, % at 8.3 µM; 370,000 compounds, 0.13% hits;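 active means inhibition above the mean of compounds falling within the control limits plus 3 SD of them, cut at about 14% in these data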;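 further: 0% = plate median of compound wells and 100% = 10 µM Aha-Tn7 peptide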
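Assay system: Human clot-derived fibrin DD(E) complex | Buffer or medium: Tris/NaCl/CaCl2 buffer, pH 7.8 | Repeats: One replicate per compound | Benchmarks: Aha-Tn7 high control | Measure: % inhibition scaled between sample-field median and high-control FP | Schedule: 10 min plus 3 h, room temperature | Signal: Fluorescence polarization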
ASAP1 GAP inh: ASAP1 ArfGAP inhibition; Q9ULH1; ASAP1-stimulated ARF1 GTP hydrolysis, GDP FP detection; inhibition, % at 16.5 µM; 360,000 compounds, 0.19% hits; in the data active means inhibition above about 25%;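 further: 0% = vehicle with enzyme and substrate and 100% = no enzyme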
ADAM17 inh: inhibits human ADAM17; P78536; inhibition, % at 6.95 µM; AID 720648; 370,000 compounds, 0.83% hits; recombinant ADAM17, EDANS/DABCYL FRET peptide cleavage;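 active means inhibition above the mean of compounds lying between control limits plus 3 SD, set per campaign, cut at about 8.5% in these data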;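 further: 0% = DMSO-only wells as the low control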
ARFGAP1 inhibitor: inhibits rat ARF GTPase activating protein 1 | Arfgap1-stimulated ARF1 GTP hydrolysis, GDP FP detection | inhibition, % at 16.5 µM | 360,000 compounds, 0.26% hits | Q62848;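 active means inhibition above a per-plate limit, mean inhibition of low control wells plus 3 SD, cut at about 25% in these data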;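 further: 0% = DMSO wells with enzyme and 100% = wells lacking Arfgap1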
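Assay system: purified rat His6-Arfgap1 residues 1-136 (GAP domain); Reagent: human Δ17 ARF1 bound to GTP; Dosing: 16.5 µM single point, 1.26% DMSO; Times: GTP hydrolysis reaction 2 h at 25 °C; Signal: FP, GDP Alexa 633 tracer displaced from anti-GDP antibody, 620/688 nm; Measure: % inhibition from polarization.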
PLCb3 inh: inhibitors of human phospholipase C beta3 | 370,000 compounds, 0.18% hits | Purified PLC-beta3, fluorogenic substrate, fluorescence | inhibition, % at 12.2 µM | Q01970; in the data active means inhibition above about 11%;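 further: 0% = median of compound wells on plate and 100% = full blocker control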
PLCg1 inh: inhibitors of human phospholipase C gamma1; P19174; purified PLC-gamma1, fluorogenic substrate, fluorescence; inhibition, % at 12.2 µM; 370,000 compounds, 0.84% hits; AID 720700; in the data active means inhibition above about 9.5%
Target sequence (P19174 whole entry, looked up): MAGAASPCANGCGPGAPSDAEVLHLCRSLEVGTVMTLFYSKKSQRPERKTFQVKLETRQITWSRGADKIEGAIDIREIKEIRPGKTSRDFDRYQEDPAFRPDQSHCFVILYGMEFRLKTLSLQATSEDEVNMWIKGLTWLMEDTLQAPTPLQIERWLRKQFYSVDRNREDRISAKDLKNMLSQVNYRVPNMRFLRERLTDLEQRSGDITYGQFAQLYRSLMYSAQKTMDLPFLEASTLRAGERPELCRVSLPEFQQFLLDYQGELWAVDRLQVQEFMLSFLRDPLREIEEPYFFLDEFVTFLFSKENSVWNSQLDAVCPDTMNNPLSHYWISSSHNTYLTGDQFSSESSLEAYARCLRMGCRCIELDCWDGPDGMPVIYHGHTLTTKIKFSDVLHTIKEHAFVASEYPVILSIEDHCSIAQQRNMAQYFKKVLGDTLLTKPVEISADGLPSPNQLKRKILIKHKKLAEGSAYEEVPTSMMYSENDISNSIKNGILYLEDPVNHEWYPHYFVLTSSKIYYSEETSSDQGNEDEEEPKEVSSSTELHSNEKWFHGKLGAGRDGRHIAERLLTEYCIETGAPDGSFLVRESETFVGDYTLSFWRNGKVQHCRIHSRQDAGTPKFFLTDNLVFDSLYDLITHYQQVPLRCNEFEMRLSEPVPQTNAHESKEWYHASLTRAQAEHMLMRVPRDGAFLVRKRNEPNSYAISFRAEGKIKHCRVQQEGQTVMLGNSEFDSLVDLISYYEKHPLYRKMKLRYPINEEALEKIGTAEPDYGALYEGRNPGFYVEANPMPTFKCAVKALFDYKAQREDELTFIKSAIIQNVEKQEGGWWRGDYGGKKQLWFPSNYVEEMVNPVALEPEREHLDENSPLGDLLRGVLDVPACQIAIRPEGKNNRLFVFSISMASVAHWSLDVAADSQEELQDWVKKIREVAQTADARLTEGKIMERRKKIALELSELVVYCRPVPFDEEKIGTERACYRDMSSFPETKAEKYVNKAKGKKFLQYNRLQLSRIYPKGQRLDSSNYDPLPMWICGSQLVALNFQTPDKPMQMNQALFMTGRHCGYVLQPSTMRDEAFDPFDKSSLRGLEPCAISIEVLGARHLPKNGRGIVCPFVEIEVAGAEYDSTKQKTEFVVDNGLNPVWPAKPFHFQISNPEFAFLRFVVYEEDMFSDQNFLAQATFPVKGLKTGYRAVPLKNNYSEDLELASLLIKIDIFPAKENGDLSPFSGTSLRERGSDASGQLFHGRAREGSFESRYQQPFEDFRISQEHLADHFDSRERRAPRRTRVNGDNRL
MBD2 DNA inh: MBD2-methylated oligo binding inhibition | AID 686964 | inhibition, % at 4.4 µM | TR-FRET, MBD2 binding to methylated oligonucleotide | 370,000 compounds, 0.31% hits | Q9UBB5; in the data active means inhibition above about 13%
KLK7 zymogen act: activates the human kallikrein-7 zymogen; P49862; purified proKLK7, EDANS-DABCYL substrate fluorescence; 100% is mature enzyme control, 0% vehicle; activation, % at 7 µM; 370,000 compounds, 0.9% hits; AID 652039;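 active means activation above the mean of all tested compounds plus 3 SD, computed per campaign excluding outliers beyond control limits, cut at about 13% in these data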
DDE Tn6 FP inh: DD(E)-Tn6 binding inhibition, primary FP screen; Fibrin DD(E) TRITC-Tn6 fluorescence polarization displacement; inhibition, % at 8.3 µM; 370,000 compounds, 0.21% hits; AID 720509;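 active means inhibition above a per-campaign cutoff: mean of compounds within control limits plus 3 SD, cut at about 15% in these data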;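 further: 0% = median of all compound wells on the plate and 100% = blocking peptide control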
UHRF1 binding: UHRF1 methyl-DNA binding inhibition; inhibition, % at 4.4 µM; UHRF1 binding to methylated oligo, TR-FRET; AID 687016; Q96T88; 370,000 compounds, 0.75% hits; in the data active means inhibition above about 21%;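 further: UHRF1 SRA domain binding a hemimethylated CpG hairpin DNA probe; 0% = median of test compound wells and 100% = reference inhibitor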
* = called active by the depositor; i = inactive; . = no result given; + = active, no number. The order is random, and some 4.1% of all compounds hit somewhere here.

nr	Tn7 DDE FP	ASAP1 GAP inh	ADAM17 inh	ARFGAP1 inhibitor	PLCb3 inh	PLCg1 inh	MBD2 DNA inh	KLK7 zymogen act	DDE Tn6 FP inh	UHRF1 binding	molecule
1	1	7	-5	-2	-7	0	6	-0.1	0	11	COc1ccc(CNC(=O)CN(c2ccc(C(C)C)cc2)S(=O)(=O)c2c(C)noc2C)cc1
2	-2	3	2	10	1	-2	0	0.0	0	-2	Cc1cc(C)cc(N(CC(=O)N/N=C/c2ccncc2)S(=O)(=O)c2ccccc2)c1
3	5	9	-1	7	-1	8	6	-0.1	-4	2	CN(c1ccccc1)S(=O)(=O)c1ccc(C(=O)N2CCCC(C(F)(F)F)C2)cc1 (configuration not stated)
4	-5	-21	0	-6	-2	0	4	-0.1	-1	-1	CCOc1ccc(CCNC(=O)COC(=O)COc2ccc(C(C)=O)cc2)cc1OCC
5	7	-5	-1	-9	-9	0	0	-0.3	3	1	CN(C(=O)COc1ccc(Cl)cc1)C1(C)CCS(=O)(=O)C1 (configuration not stated)
6	-3	.	2	.	-1	-1	1	0.9	-2	-1	Cc1ccccc1N(C)C(=O)CN1CCN(c2nc(-c3ccccc3)cs2)CC1
7	-5	7	2	2	1	-1	-1	0.0	-1	-2	CC(C)[C@H](Nc1ccc(S(=O)(=O)N2CCOCC2)cc1[N+](=O)[O-])C(=O)OCC(N)=O
8	1	3	-3	3	-35	0	-4	0.2	4	-1	O=C1CSC(c2cccc(F)c2)N1c1ccccc1F (configuration not stated)
9	7	-11	-4	9	2	3	-1	0.1	3	-3	Cc1cc(C)c(C)c(S(=O)(=O)N2CCC(C(=O)NCCCN3CCCC3=O)CC2)c1C
10	2	-9	-6	-12	-2	0	5	-0.6	5	9	CCn1ncc([N+](=O)[O-])c1C(=O)n1nc(C)cc1C
11	5	.	1	.	0	2	4	0.3	-1	2	Cn1c(SCC(=O)Nc2ccccc2-c2ccccc2)nnc1-c1ccccc1
12	-3	-8	0	-7	4	1	-6	0.1	2	-3	COc1ccc(-c2nc(N3CCOCC3)nc3n[nH]c(N)c23)cc1
13	-3	1	-3	7	-1	2	4	0.3	-7	1	c1ccc(NCn2cncn2)nc1
14	3	-4	-2	2	-7	0	-1	-0.1	-1	-3	O=C(CCc1nnc(CCCCc2ccccc2)o1)NCCc1cccnc1
15	7	-5	-1	5	-11	-6	-5	-0.2	-2	0	CCC1(CC)Cc2ccccc2-c2[nH]c(=S)[nH]c(=O)c21
16	4	-2	-3	-6	2	0	-5	0.0	5	-3	Fc1ccc(NC(=S)NC23CN4CN(CN(C4)C2)C3)cc1
17	2	5	-5	5	-3	-3	-1	0.2	1	-2	Cc1cccc(C(=O)Oc2ccccc2-c2nnco2)c1
18	-4	0	0	-1	3	3	3	-0.3	-1	-2	Cn1c(=O)c2c(ncn2CC(=O)Nc2nnc(Cc3ccccc3)s2)n(C)c1=O
19	-5	3	-3	7	2	0	2	-0.6	6	-2	CN(N)c1nc2ccccc2nc1C(F)(F)F
20	-5	-9	-3	2	-8	2	7	-3.6	-2	1	CCCc1nnc(SCC(=O)Nc2nccs2)o1
21	1	11	0	-6	-4	4	-5	0.1	-8	0	CC(Cc1ccccc1)C(=O)Nc1ccc(Br)cc1 (configuration not stated)
22	-4	3	-4	15	-1	0	1	0.3	1	5	COc1ccc2c(c1)N(C(=O)CSc1n[nH]c(C)n1)C(C)(C)C=C2C
23	2	13	-3	15	-12	-3	1	-0.2	-8	0	CN(C)S(=O)(=O)c1cccc(NC(=O)c2c[nH]c3ccccc23)c1
24	7	4	0	8	0	0	4	0.1	-2	4	O=C(Cn1cc(C(F)(F)F)cc(Cl)c1=O)Nc1cccc(Cl)c1
25	3	-12	-6	-2	-2	1	-4	-0.1	5	-2	Cn1c(-c2csc(-c3cccc(C(F)(F)F)c3)n2)n[nH]c1=S
26	1	14	-5	0	-7	2	2	0.3	0	0	COCCCNC(=O)C(CC(N)=O)NC(=O)OCc1ccccc1 (configuration not stated)
27	-5	5	2	25*	-1	2	-2	0.0	0	-2	Cc1sc(NC(=O)CSc2nnc(COc3ccccc3)n2C)c(C#N)c1C
28	8	1	-45	-3	-89	-53	-2	-4.9	-2	-3	C=C(C)CSc1nc2sc3c(c2c(=O)n1-c1ccc(C)cc1)CCN(C)C3
29	-3	-6	8	-5	0	3	2	0.0	-2	-3	CCCCC[C@@H]1C=C(C(=O)OCC)[C@H](c2ccccc2)N1S(=O)(=O)c1ccc(C)cc1
30	7	-15	-3	-5	-1	-1	-4	-0.3	-3	-2	CCCS(=O)(=O)N1CCCC(C(=O)NCCN2CCCCC2C)C1 (configuration not stated)
31	-1	1	-18	13	3	-1	0	-0.1	12	1	Cc1c(CC(=O)O)c(=O)oc2c(C)c(OCc3ccc(F)cc3F)ccc12
32	2	-3	0	22	-5	2	1	0.3	3	-2	O=[N+]([O-])c1cccc(S(=O)(=O)Nc2ccc(Cc3ccncc3)cc2)c1
33	4	1	-4	-5	-16	-6	2	-0.7	0	3	CCOc1ccc(S(=O)(=O)Nc2ccc(C(=O)NN)cc2)cc1
34	-4	-16	-261	3	-75	-52	-3	2.3	-4	-2	Cc1c(OC(C)C(=O)O)ccc2c3c(c(=O)oc12)CCCC3 (configuration not stated)
35	4	-10	0	18	-6	3	-6	0.6	-3	-4	CC(C)C1C(=O)N(Cc2cn(CCC3OCCO3)nn2)CCS(=O)(=O)N1Cc1ccc(-c2ccc(F)nc2)cc1 (configuration not stated)
36	-4	-4	1	-1	-2	2	-1	0.6	16*	0	Cc1ccc(C(=O)N2CCCC(C(F)(F)F)C2)cc1S(=O)(=O)N1CCCCC1 (configuration not stated)
37	-6	-4	2	6	-4	0	2	0.8	5	-1	CCOP(=O)(OCC)C(NC(=O)NS(=O)(=O)c1ccc(C)cc1)c1ccccc1 (configuration not stated)
38	-1	6	-3	-2	-79	-55	-2	-1.0	6	8	COc1ccc(C2=CC3=C(Br)C(=O)C(C)(OC(=O)c4cccs4)C(=O)C3=CO2)cc1 (configuration not stated)
39	3	7	-1	1	0	4	3	0.3	6	-3	COc1ccc(CN2C[C@@H](CO)O[C@@H](n3cnc4c(NCc5ccc(F)cc5)ncnc43)C2)cc1
40	-3	-4	-6	-3	-68	-48	3	0.1	-1	-3	COc1cccc(/C=N/NC(=S)NC2CC3CC2C2C=CCC32)c1O (configuration not stated)
41	-9	-18	-15	11	-17	-9	-2	-0.1	-3	-1	O=C(COc1ncnc2ccccc12)NCCCN1CCCC1=O
42	-7	-5	1	-5	-4	5	-2	-0.3	1	-1	CCC(C)N(C(=O)COC(=O)CN=C1NS(=O)(=O)c2ccccc21)C1CCS(=O)(=O)C1 (configuration not stated)
43	-1	9	-4	4	-6	2	4	-0.4	-6	-1	Cc1ccccc1OCC(O)CN(CCO)Cc1ccccc1 (configuration not stated)
44	-2	-7	-2	8	0	-1	6	0.3	6	0	CCCC(O)(c1ccccc1)C(c1ccccc1)c1ccccn1 (configuration not stated)
45	1	1	-4	4	-3	-2	2	0.1	2	4	O=C1CC(=O)CC(c2ccco2)C1
46	2	2	1	1	-2	2	-1	0.6	-2	3	CC(C)Cc1nnc(NC(=O)CSc2nc(N)cc(=O)[nH]2)s1
47	8	2	-11	19	-34	-21	2	-0.1	5	1	COc1ccccc1-n1c(CCC(=O)O)ccc1-c1ccccc1
48	5	-2	-1	5	i	i	-436	101*	+	i	COC(=O)c1ccccc1-c1c2ccc(=N)cc-2oc2cc(N)ccc12
49	-4	.	-10	.	-64	-46	-3	0.9	2	5	C[C@H](O)[C@@H]1CN2CCc3c([nH]c4c(-c5ccccc5)cccc34)[C@@H]2C[C@@H]1N(C)CC1CCCCC1
50	1	5	-5	7	-17	-16	3	-0.1	-13	-1	CCN1CCc2c(OCC(=O)N3N=C(c4cccs4)CC3c3ccc(F)cc3)cccc2C1=O (configuration not stated)

The final four entries of the section above are carried over, then new ones follow.
nr	Tn7 DDE FP	ASAP1 GAP inh	ADAM17 inh	ARFGAP1 inhibitor	PLCb3 inh	PLCg1 inh	MBD2 DNA inh	KLK7 zymogen act	DDE Tn6 FP inh	UHRF1 binding	molecule
47	8	2	-11	19	-34	-21	2	-0.1	5	1	COc1ccccc1-n1c(CCC(=O)O)ccc1-c1ccccc1
48	5	-2	-1	5	i	i	-436	101*	+	i	COC(=O)c1ccccc1-c1c2ccc(=N)cc-2oc2cc(N)ccc12
49	-4	.	-10	.	-64	-46	-3	0.9	2	5	C[C@H](O)[C@@H]1CN2CCc3c([nH]c4c(-c5ccccc5)cccc34)[C@@H]2C[C@@H]1N(C)CC1CCCCC1
50	1	5	-5	7	-17	-16	3	-0.1	-13	-1	CCN1CCc2c(OCC(=O)N3N=C(c4cccs4)CC3c3ccc(F)cc3)cccc2C1=O (configuration not stated)
51	9	2	-2	0	3	2	4	-0.7	12	-1	O=C(Nc1ccccc1)Oc1cccc2cccnc12
52	6	3	-3	-5	2	6	-6	-0.1	-4	0	CCN1CCN(c2ccc(S(=O)(=O)N3CCOCC3)cc2NC(=O)C(C)Oc2ccc(Cl)cc2)CC1 (configuration not stated)
53	2	2	-2	11	-7	-2	0	-0.3	5	2	O=C(Nc1cc(Cl)ccc1F)c1ccc(-n2cncn2)c([N+](=O)[O-])c1
54	4	-2	2	-3	5	-2	2	0.6	-3	3	COc1ccc(C)cc1NC(=O)C1CC(=O)N(Cc2ccco2)C1 (configuration not stated)
55	6	10	-1	3	4	4	0	-0.1	5	2	COc1ccc(/C=C(\NC(=O)c2ccco2)C(=O)NCc2ccco2)cc1
